# Mcl1-Noxa inh: Mcl-1/Noxa interaction inhibition. TR-FRET Mcl-1/Noxa peptide binding, 2 h. 220,000 compounds, 1.5% hits. inhibition, % at 21.7 µM. Q07820;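 active means compounds that cut the protein-peptide binding signal by more than 50% relative to plate controls in a single-dose test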;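 further: His-tagged Mcl-1 with rhodamine Noxa BH3 peptide and terbium anti-His antibody; 0% = Mcl-1 plus Noxa peptide wells and 100% = peptide-only wells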
# ABCG2 block: inhibitors of human ABCG2 transporter, ABCB1 counter-screen. IgMXP3 cells, JC-1 efflux, flow cytometry. 190,000 compounds, 0.1% hits. inhibition, % at 6.6 µM. Q9UNQ0;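 active means inhibition above 80%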;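 further: 0% = DMSO and 100% = nicardipine control wells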
# Target sequence (Q9UNQ0 whole entry, looked up): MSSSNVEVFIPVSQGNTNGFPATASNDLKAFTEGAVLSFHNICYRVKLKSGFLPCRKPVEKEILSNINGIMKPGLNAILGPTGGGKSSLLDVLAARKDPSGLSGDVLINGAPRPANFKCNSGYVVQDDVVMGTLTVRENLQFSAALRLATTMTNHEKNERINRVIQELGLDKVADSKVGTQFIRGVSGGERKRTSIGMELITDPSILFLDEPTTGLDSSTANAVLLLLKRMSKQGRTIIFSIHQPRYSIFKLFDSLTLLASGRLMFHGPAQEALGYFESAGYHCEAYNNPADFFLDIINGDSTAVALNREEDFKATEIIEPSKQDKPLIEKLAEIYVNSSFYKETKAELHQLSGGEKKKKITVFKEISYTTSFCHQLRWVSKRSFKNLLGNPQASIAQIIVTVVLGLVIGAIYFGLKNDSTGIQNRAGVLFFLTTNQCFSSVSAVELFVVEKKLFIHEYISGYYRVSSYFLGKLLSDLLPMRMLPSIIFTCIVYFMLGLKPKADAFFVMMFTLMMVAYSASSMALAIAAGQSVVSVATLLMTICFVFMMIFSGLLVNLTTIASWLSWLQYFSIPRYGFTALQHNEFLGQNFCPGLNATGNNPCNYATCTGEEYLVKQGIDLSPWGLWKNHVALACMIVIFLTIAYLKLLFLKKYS
#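 Measure – % inhibition of efflux relative to nicardipine and DMSO · Test system – ABCG2 IgMXP3 and barcoded ABCB1 CCRF-Adr cell mix · Control set – nicardipine as high control, DMSO as low control · Compound – one concentration, 6.6 µM final · Signal – flow cytometry of retained JC-1 fluorescence · Timing – 10 min exposure at 25 °C with rotation, no wash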
# RGS8-Gao reg: modulates binding of RGS8 to human Galphao; multiplexed bead flow cytometry; actives lie on both sides; response (percent of control binding), % at 10 µM; AID 1423; 220,000 compounds, 0.34% hits; P09471; in the data active means response below about 60% or above about 140%; inactive means in between;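 further: Galphao activated as the GDP aluminium fluoride complex binding bead-coupled RGS8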
# Target sequence (P09471 whole entry, looked up): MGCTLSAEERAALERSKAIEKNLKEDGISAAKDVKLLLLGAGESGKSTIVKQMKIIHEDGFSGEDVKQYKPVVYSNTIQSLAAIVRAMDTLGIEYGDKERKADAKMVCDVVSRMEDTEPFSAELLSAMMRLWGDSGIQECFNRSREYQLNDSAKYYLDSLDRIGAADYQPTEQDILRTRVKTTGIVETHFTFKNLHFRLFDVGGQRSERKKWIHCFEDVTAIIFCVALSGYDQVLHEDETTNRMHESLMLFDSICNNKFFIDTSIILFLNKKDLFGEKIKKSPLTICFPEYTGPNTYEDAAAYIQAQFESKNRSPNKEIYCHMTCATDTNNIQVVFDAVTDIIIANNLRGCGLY
# Mcl1 Bid PPI: disrupts binding of human Mcl-1 to Bid peptide; inhibition, % at 21.7 µM; AID 1021; 220,000 compounds, 0.97% hits; TR-FRET Mcl-1/Bid-Dy647 peptide binding, 1536-well; Q07820;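 active means compounds that cut the binding signal by more than half at the single screening dose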;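 further: His-tagged Mcl-1 with europium anti-His antibody binding Bid BH3 peptide; 0% = Mcl-1 plus peptide wells and 100% = peptide-only wells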
# Pf gametocyte: P. falciparum stage V gametocyte viability inhibition | inhibition, % at 10.9 µM | P. falciparum stage V gametocytes, ATP luminescence, 24 h | 150,000 compounds, 0.065% hits | AID 743093;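 active means inhibition above the mean plus 3 SD of compounds within the control limits, set per campaign, cut at about 38% in these data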;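 further: 0% = DMSO wells and 100% = medium only without gametocytes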
# Avidin fluor: avidin bead compound fluorescence profile; Avidin beads, compound fluorescence 488/530 nm, flow cytometry; active compounds read high; fluorescence (KMESF) at 10 µM; 220,000 compounds, 0.38% hits; AID 1775; in the data active means fluorescence above about 47; further: inactives centre near 10
# RGS4-Gao reg: human RGS4-Galphao interaction regulation; P09471; Multiplexed bead flow cytometry, RGS4-Galphao binding; actives lie on both sides; binding response (% of control), % at 10 µM; 220,000 compounds, 0.33% hits; in the data active means binding response below about 49% or above about 150%; inactive means in between;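 further: fluorescent Galphao activated with aluminum fluoride binding bead-coupled RGS4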
# Mcl-1 Bim block: human Bim-Mcl-1 interaction inhibition. Q07820. Bead-based flow cytometry, Bim peptide-Mcl-1 binding. inhibition, % at 10 µM. 190,000 compounds, 0.1% hits. AID 1009; in the data active means inhibition above about 40%;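 further: 0% = no compound tracer wells and 100% = peptide blocker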
# RGS7-Gao: human RGS7-Galphao interaction regulation; binding response (% of control), % at 10 µM; 220,000 compounds, 0.35% hits; P09471; Multiplexed bead flow cytometry, RGS7-Galphao binding; actives lie on both sides; in the data active means binding response below about 49% or above about 150%; inconclusive means no clear call, values can overlap the other calls; inactive means in between;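 further: fluorescent Galphao held in activated GDP-AlF4 state binding bead-coupled RGS7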
# GSH bead fluor: GSH bead compound fluorescence profile; GSH beads flow cytometry, compound fluorescence 488/530 nm; active compounds read high; fluorescence (KMESF) at 10 µM; AID 1776; 190,000 compounds, 0.25% hits; in the data active means fluorescence above about 89;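 further: glutathione beads carrying GST-tagged Bcl family fusion proteins plus one bare bead set; values are compound well signal with DMSO vehicle wells as background; inactives centre near 16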
# ABCB1 inh: blocks JC-1 efflux by human ABCB1 transporter; AID 1326; 190,000 compounds, 0.067% hits; CCRF-Adr cells, flow cytometry; P08183; inhibition, % at 6.6 µM; in the data active means inhibition above about 40%;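 further: 0% = vehicle and 100% = reference inhibitor; higher value means more JC-1 retained so stronger ABCB1 efflux block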
# The depositor's hits bear a star; ? = inconclusive; · = not tested or not shown. An unsorted share of the library. Share with any hit: about 3.3%.
SMILES,Mcl1-Noxa inh,ABCG2 block,RGS8-Gao reg,Mcl1 Bid PPI,Pf gametocyte,Avidin fluor,RGS4-Gao reg,Mcl-1 Bim block,RGS7-Gao,GSH bead fluor,ABCB1 inh
CC(C)Cn1c(=S)[nH]c2cc(C(=O)O)ccc2c1=O,0.8,·,100.3,1.5,8.9,9,102.6,·,?,·,·
CCC1(C)Cc2nc3sc(C(=O)O)c(N)c3cc2CO1 (stereo unspecified),-5.8,21.2,99.7,-21.8,-49.5,12,100.0,-3.0,101.3,23,0.7
CC(O)c1nc2c(c(=O)n(C)c(=O)n2C)n1C (stereo unspecified),-1.6,·,104.8,-10.1,-17.7,3,114.2,·,?,·,·
COc1ccc(-n2c(C)nnc2SCC(=O)N2C(C)CCCC2C)cc1 (stereo unspecified),1.8,0.1,104.3,-4.5,7.4,18,103.1,-2.0,102.7,32,0.0
O=C(Nc1cccs1)Nc1ccccc1Cl,-6.5,35.9,98.5,-35.2,·,15,99.5,-6.0,97.3,34,-2.2
CN(Cc1nc(-c2ccncc2)no1)S(=O)(=O)c1ccc(Cl)cc1,6.3,32.6,101.2,6.6,-3.7,26,100.2,-1.0,103.8,26,0.8
COC(=O)COc1ccccc1C(=O)Nc1ccc(OC)cc1,-4.7,14.7,99.3,5.2,10.9,2,98.7,0.0,97.4,6,0.8
COCCCNC(=O)CCc1nc2cccnc2n1Cc1ccc(OC)cc1,1.4,0.7,101.6,-4.7,1.9,3,102.8,-1.0,99.9,35,0.4
CN(C)c1ccc(CN(C(=O)COc2ccc(F)cc2)C2CCS(=O)(=O)C2)cc1 (stereo unspecified),-4.9,0.3,103.5,-48.5,·,38,105.6,-2.0,105.4,19,0.1
CCOC(=O)c1c(CSc2ccc(C)cc2)n(C)c2cc(Br)c(O)c(CN(C)C)c12,85.7*,5.1,99.3,26.7,25.4,3,97.7,2.0,95.9,10,6.0
C=CCC1(CC=C)CCCN1C(=O)CC1C(=O)NCCN1Cc1cccc(OC)c1 (stereo unspecified),-9.6,1.3,98.4,-1.7,·,28,102.8,-2.0,129.4,9,0.7
Oc1cccc(CN2CCCCC2)c1,9.6,1.7,97.7,-25.9,·,3,100.6,-3.0,95.9,7,0.9
CO/N=C/c1cc([N+](=O)[O-])ccc1Sc1ccc(C)cc1,3.7,-1.4,96.5,9.2,-5.9,7,98.3,-5.0,96.8,35,-0.8
O=C(CCc1nnc(C2CCCCC2)o1)NCCCOc1cccnc1,3.8,2.8,97.9,-17.2,-4.2,2,95.2,-2.0,95.5,9,0.8
CSc1nc2sc3c(c2c(=O)[nH]1)CCC(C)C3 (stereo unspecified),2.1,16.2,100.6,-3.1,·,10,107.1,-6.0,100.6,35,2.0
COc1ccc(/C=N/S(=O)(=O)c2cccs2)cc1,-7.6,-1.9,98.2,-27.9,·,8,100.1,0.0,105.2,42,-0.4
COc1ccccc1NC(=O)/C=C/C(N)=O,25.1,1.9,101.4,13.9,30.2,7,106.6,2.0,106.5,14,0.1
CCCSc1nnc(-c2cccc(S(=O)(=O)N(C)C)c2)n1-c1cc(OC)ccc1OC,27.9,1.4,104.8,0.9,·,6,106.9,2.0,104.3,37,1.7
O=S(=O)(NCC1CCCO1)c1ccc(S(=O)(=O)N(Cc2ccccn2)C2CC2)cc1 (stereo unspecified),-1.1,-1.3,99.6,-8.3,-0.5,5,95.0,-2.0,94.7,9,0.5
CCc1cc(=O)oc2cc(C)cc(OC(=O)c3ccco3)c12,12.3,78.4,100.7,-3.0,·,27,99.1,0.0,99.2,18,5.3
O=C(NCc1nc2ccccc2[nH]1)C1=C[C@H](C2CC2)C[C@H](OCc2ccc(CO)cc2)O1,-8.9,·,103.7,-38.9,·,15,113.8,·,?,·,·
O=S1(=O)CCN(Cc2csc(-c3cccs3)n2)CC1,-16.0,·,103.5,-12.1,-11.0,4,102.3,·,?,·,·
CN(C)c1ccc(CNC23CN4CN(CN(C4)C2)C3)cc1,-5.8,-0.7,99.6,-3.9,·,14,102.2,-1.0,101.9,32,-1.7
Cn1c(=O)n(CC#N)c2ccccc21,11.9,3.2,105.6,-9.6,·,15,111.4,0.0,102.3,15,0.8
CC1CCc2c(C(=O)NCC3CCCO3)csc2C1 (stereo unspecified),8.5,4.9,101.1,-22.3,·,9,94.7,2.0,97.8,16,0.5
N#Cc1c(/N=C/N2CCCC2)oc(-c2ccccc2)c1-c1ccccc1,16.2,19.1,98.2,-25.4,·,7,99.2,-3.0,102.0,12,1.0
O=C1CC(O)(c2ccccc2)C(c2ccccc2)=C1c1ccccc1 (stereo unspecified),2.6,1.6,103.6,11.5,-8.1,7,100.3,-46.0,100.7,61,0.4
COc1cccc(C2CC(c3ccc(Cl)cc3Cl)Nc3nc(N)nn32)c1 (stereo unspecified),5.3,1.0,98.0,-38.3,8.1,12,92.5,0.0,98.2,8,0.4
O=C(Nc1nc(-c2cccc([N+](=O)[O-])c2)cs1)c1cccc([N+](=O)[O-])c1C(=O)O,9.2,1.4,100.7,3.9,·,14,99.8,0.0,95.8,14,0.4
Cc1ccc(S(=O)(=O)N2CCCCC2)cc1NC(=O)Cn1c(=O)cnc2ccccc21,-0.8,-1.5,99.5,1.2,·,10,102.2,2.0,?,17,0.8
CC(=O)Nc1cc(C(=O)OCC(=O)c2ccc(C)cc2)ccc1C,11.9,4.8,104.1,3.0,-8.6,13,104.4,-4.0,106.1,22,-1.8
CC(C)/C=C1\CC/C(=C\c2ccc(N(C)C)cc2)C1=O,2.3,42.9,98.7,-4.9,-2.4,12,98.1,-2.0,95.8,31,11.8
CCCc1nc(SCC(=O)Nc2nnc(CC)s2)c2c(C)c(C)sc2n1,-17.1,2.9,107.3,-7.7,·,6,111.5,-3.0,108.7,22,0.9
CCOc1ccccc1Nc1nnc(SCC(=O)Nc2cc(C)on2)s1,40.0,4.0,109.9,-7.7,·,18,101.2,·,102.3,20,1.0
O=C(NCCCn1ccnc1)/C(=C\c1cccnc1)NC(=O)c1ccco1,-8.4,0.5,101.9,-16.7,16.2,10,102.7,-1.0,102.4,15,0.1
Cc1ccc(C(=O)O)cc1NC(=O)CN1C(=O)C2C3c4ccccc4C(Br)(c4ccccc43)C2C1=O (stereo unspecified),12.2,1.0,98.9,5.6,·,6,101.7,-1.0,99.2,9,-0.3
CC(C)(C)c1cc(-c2ccccc2)n[nH]1,-2.6,·,96.9,-17.4,-8.3,7,100.8,·,?,·,·
O=C1CSC(=Nc2ccccc2Cl)N1,-7.2,6.3,89.9,-1.7,-7.0,8,87.0,-2.0,86.4,40,0.9
CCCCNC(=O)C1C2C=CC(C2)C1C(=O)O (stereo unspecified),4.2,5.1,98.4,-3.4,1.0,15,96.8,-3.0,94.6,13,0.0
COc1ccc(NC(=S)NCc2cccs2)cc1OC,9.2,3.9,101.9,-55.0,·,10,100.7,0.0,99.8,27,0.3

# Quoted from the entries so far, 2 compounds:
SMILES,Mcl1-Noxa inh,ABCG2 block,RGS8-Gao reg,Mcl1 Bid PPI,Pf gametocyte,Avidin fluor,RGS4-Gao reg,Mcl-1 Bim block,RGS7-Gao,GSH bead fluor,ABCB1 inh
CC(=O)Nc1cc(C(=O)OCC(=O)c2ccc(C)cc2)ccc1C,11.9,4.8,104.1,3.0,-8.6,13,104.4,-4.0,106.1,22,-1.8
CC(C)/C=C1\CC/C(=C\c2ccc(N(C)C)cc2)C1=O,2.3,42.9,98.7,-4.9,-2.4,12,98.1,-2.0,95.8,31,11.8

# Following part
SMILES,Mcl1-Noxa inh,ABCG2 block,RGS8-Gao reg,Mcl1 Bid PPI,Pf gametocyte,Avidin fluor,RGS4-Gao reg,Mcl-1 Bim block,RGS7-Gao,GSH bead fluor,ABCB1 inh
O=C(CN1CCCCC1)NC(=O)NC1CCCC1,12.7,0.5,100.6,-5.0,-21.6,21,102.8,1.0,102.4,11,0.0
O=c1cc(Nc2ccc3c(c2)OCO3)[nH]c(=O)n1-c1ccc(Br)cc1,3.7,37.3,95.9,-20.6,·,32,94.2,0.0,94.4,23,1.1
CCOc1ccc(Cn2nnc(C(=O)NCCc3ccc(Cl)cc3)c2N)cc1,-15.4,0.8,90.1,-21.9,·,4,94.2,3.0,91.4,18,0.0
CCOc1cc(NC(=O)c2ccco2)c(OCC)cc1NC(=O)Cc1ccc(OC)c(OC)c1,9.5,5.9,105.7,-25.0,·,11,101.9,1.0,101.4,22,3.3
CCOC(=O)COc1nc2c(c(-c3ccco3)c1C#N)CCc1ccccc1-2,30.5,·,93.8,48.9,20.1,8,90.0,·,?,·,·
C=C1CN(Cc2ccccc2)S(=O)(=O)c2ccccc21,12.8,·,85.1,-26.7,-11.9,·,77.0,·,?,·,·
O=C(NC1CCCC1)c1csc2c1CCCC2,10.9,1.8,104.5,100.0*,·,12,106.1,3.0,100.2,16,0.4
COC(=O)c1c(C)nc2ccccc2c1-c1ccccc1,-10.5,4.2,95.9,-9.0,-24.2,11,97.0,0.0,96.8,76,0.8
CCOC(=O)N1CCN(C(=O)CSc2ccc3nnc(-c4cccnc4)n3n2)CC1,-3.8,-2.5,102.8,-1.2,·,12,102.3,-1.0,?,15,0.6
CCc1ccc(NC(=O)c2onc(C)c2Cl)cc1,25.6,20.5,100.0,35.0,·,6,105.3,-2.0,108.8,19,1.5
COc1ccccc1C(O)c1nccn1C (stereo unspecified),-16.4,·,101.8,-8.8,-24.4,7,112.6,·,?,·,·
CC(/C=C/C=C/c1ccccc1)=N/NC(=O)CNc1ccccc1C,-2.7,-4.2,102.9,-17.2,·,3,97.7,-4.0,97.8,22,0.7
COCCNC(=S)N/N=C(\C)c1ccc(Cl)c(Cl)c1Cl,5.6,20.0,100.0,-12.6,-5.1,16,99.2,1.0,?,14,1.0
Cc1cc(N=Cc2c(O)n(-c3ccc(C)c(C)c3)c(=O)c3ccccc23)no1,4.4,-1.7,98.2,-37.1,-2.3,2,100.0,-26.0,100.9,17,1.5
COc1ccc(OCC(O)CNC(=O)Nc2ccc(Cl)cc2)cc1 (stereo unspecified),16.7,2.6,101.4,0.2,0.9,10,100.9,-5.0,102.6,11,0.3
COc1ccc(N2CCN(C3CC(=O)N(c4ccc5c(c4)OCCO5)C3=O)CC2)cc1 (stereo unspecified),21.5,0.8,102.8,-96.4,·,17,101.2,1.0,103.2,13,0.4
CCOC(=O)c1sc(NC(=O)CSc2nnc(C)s2)c(C(=O)OCC)c1C,-17.2,22.0,115.9,-30.2,12.2,7,110.2,-3.0,110.1,57,24.9
CCN(CC)C(=O)Cn1cc(C(=O)C(=O)NCc2cccs2)c2ccccc21,-11.5,7.5,98.5,-4.7,0.8,12,99.8,-4.0,96.9,11,1.4
O=C(N/C(=C\c1ccc2c(c1)OCO2)C(=O)N1CCOCC1)c1cccs1,8.1,-2.4,100.1,-13.9,-6.1,13,102.3,0.0,103.7,35,0.1
CCN(CC)CCCOC(=O)C1(c2ccccc2)CCCC1,3.7,1.2,100.7,4.2,10.8,6,100.1,0.0,99.7,18,0.1

# Screening data from PubChem BioAssay.
